Source: PubChem BioAssay
Peg3 imprint – qHTS Assay for Compounds that Induce Erasure of Genomic Imprints | mouse ES Peg3-LacZ reporter, beta-gal luminescence, 40 h | Potency, µM (highest dose often 60.7 µM), inactives show at the highest dose activity change, positive = activation, usual class: activators | hit rate 0.02% among 110,000;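 also: 0% = negative control wells on the plate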
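Gelatin-coated wells received 300 freshly trypsinized female ES cells with a Peg3LacZ-Neo reporter on the maternal allele, then incubated 40 hours at 37C. BetaGlo was added for 5 minutes at room temperature before a single luminescence read.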
p53ts 39C kill – qHTS Screen for Compounds that Selectively Target Cancer Cells with p53 Mutations: Cytotoxicity of p53ts Cells at the Nonpermissive Temperature. H1299-p53A138V viability at 39C, ATP luminescence, 24 h. Potency, µM (highest dose often 46.1 µM), for inactives: top-dose activity change, negative = cell killing, actives largely listed as cytotoxic. hit rate 1.5% among 130,000; also: nearly all actives have a fitted effect of over 55% in size
IkB sig inh – IkB Signaling. AID 445, 2006. ABC-DLBCL IkBa-CBG/CBR dual luciferase ratio, 4 h; response scale: scaled: untreated 0%, proteasome inhibitor 100%. Potency, µM (top dose mostly 57.1 µM), for inactives: at the top dose IkBa stabilization activation. hit rate 0.04% among 110,000; active = well fitted curve in the direction sought with a large enough effect in the signal ratio, not every such curve was filed as active; inconclusive = small, poorly fitted or top-dose-only effect, or a change in a side signal; the % refers to the signal ratio;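 also: the direction sought is a rising ratio; 0% = basal untreated cells and 100% = reference inhibitor full response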
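Curves were fitted separately to fusion (green), unfused (red) and ratio luminescence, then classed by r2, magnitude and activity. Cells: OCI-Ly3, 4 h compound plus doxycycline at 37C; 10 uM MG-132 defined full response.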
p53ts 32C tox – qHTS Screen for Compounds that Selectively Target Cancer Cells with p53 Mutations: Cytotoxicity of p53ts Cells at the Permissive Temperature; H1299-p53A138V at 32C, ATP luminescence viability, 24 h; Potency, µM (titrated, usually from 46.1 µM), without a hit: at the highest dose activity change, negative = cytotoxicity, actives largely listed as cytotoxic; hit rate 0.93% among 130,000;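 also: 0% = DMSO and -100% = full killing by reference compound; nearly all actives have a fitted effect of over 55% in size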
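ATP-content luminescence (ATPlite) read-out after 24 h compound exposure at 32C in H1299-p53A138V cells (600/well). Tested up to 46 uM. Normalized to DMSO (0%) and 100 uM tamoxifen (100% killing); Hill-fit AC50.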
* marks the source's active call; other numbers are inactive results; u = inconclusive; x = not tested or not shown; [ ] = dose if it differs, or a comment. Unless noted, calls follow the shape of the dose curve; as a rule, active = well fitted curve in the direction sought with a large enough effect; inconclusive = small, poorly fitted or top-dose-only effect, or another doubt; inactive = no such curve, though single readings can be large; an effect the other way counts as inactive or inconclusive. Unless noted, % is scaled to controls: 0 for no effect and ±100 for the full control effect; potency is read from the fitted curve at half-maximal effect.

1) CC1CCc2c(C(=O)Oc3cccc(-n4cnnn4)c3)csc2C1 (configuration not stated)
2) Cc1nnc(NC(=O)CSc2nnc(Cc3cccn3C)n2CCc2ccccc2)s1
3) O=C(N/N=C/c1ccc(O)cc1)c1csc2c1CCCC2
4) O=C(CCc1nc2ccccc2[nH]1)Nc1ccc2c(c1)OCO2
5) CCOC(=O)c1c(S(=O)(=O)NCC(=O)N2CCN(c3cccc(Cl)c3)CC2)c(C)n(C)c1C
6) COc1ccc(CNC(=O)CCCn2nc(C)c3c(C)n(-c4ccc(C)cc4)nc3c2=O)cc1OC
7) O=C(Cc1ccc(Br)cc1)NCCc1ccc(Cl)cc1Cl
8) CN(C)S(=O)(=O)c1ccc2c(c1)N(CC(=O)N1CCN(c3ccccc3F)CC1)CCS2

Screen / compound no. | 1 | 2 | 3 | 4 | 5 | 6 | 7 | 8
Peg3 imprint | -41%[inhibitor] | -1% | x | -15% | 10%[10.9 µM] | 18%[10.9 µM] | x | -12%[10.9 µM]
p53ts 39C kill | -11% | -1% | -10% | -5% | -22% | -2% | -30% | -15%
IkB sig inh | u | 0.6% | x | -0.2% | -0.8% | u | x | 0.3%
p53ts 32C tox | 4% | -6% | -19% | -10% | 10% | 7% | -23% | -2%

9) CC1(C)Cc2c(c(N3CCCC3)nc3sc4c(N5CCN(CCO)CC5)ncnc4c23)CO1
10) CCC(C)NC(=O)C1c2cc(OC)c(OC)cc2C(=O)N(C)C1c1ccc(OC)cc1 (configuration not stated)
11) Cc1ccc(NC(=O)c2cnccn2)c(OC(F)F)c1
12) CCc1cccc(NC(=O)c2cccc3c2C(=O)N(C2CCCCC2)C3)c1
13) Cc1nn(C)c2c1c(C(F)(F)F)cc(=O)n2C(C)C(=O)NCc1ccccc1Cl (configuration not stated)
14) CC1(C)Oc2ccc(C(=O)N3CCCC3)cc2N(CC(=O)NCc2ccccc2)C1=O
15) CC1CCCCN1CCCNC(=O)CN1C(=O)CSc2ccc(S(=O)(=O)N3CCOCC3)cc21 (configuration not stated)
16) Cc1ccc2c(c1)-c1onc(C(=O)N3CCN(c4cc(C)ccc4C)CC3)c1CO2

Screen / compound no. | 9 | 10 | 11 | 12 | 13 | 14 | 15 | 16
Peg3 imprint | 4% | -18% | 6% | -9%[10.9 µM] | 11%[10.9 µM] | -11% | -13%[10.9 µM] | -7%[10.9 µM]
p53ts 39C kill | 7% | -6% | -1% | 1% | 12% | -3% | -11% | -24%
IkB sig inh | -0.6% | 1.9% | 0.2% | -3.8% | -1.7% | 0.8% | -0.5% | -1.8%
p53ts 32C tox | 18% | -6% | 5% | 6% | 7% | 9% | 1% | -1%

17) CCc1noc(C)c1C(=O)N1CC(C)OC(C)C1 (configuration not stated)
18) CCC(C)(C)NC(=O)C1CCN(S(=O)(=O)c2ccc3c(c2)CCCN3C(C)=O)CC1
19) C/C(CC1CC(C)OC1=O)=N\NC(N)=S (configuration not stated)
20) O=C(Nc1ccccc1C(F)(F)F)N1CCC(N2CCCCC2)CC1
21) CN(Cc1ccccc1)Cc1nc2c([nH]1)c(=O)n(C)c(=O)n2C
22) N#Cc1c(N)nc2c(c1N)CC(=O)N2c1ccccc1-c1ccccc1
23) c1ccc(Cn2c(-c3cccs3)nc3nc4ccccc4nc32)cc1
24) CCCCCC(=O)N1CCN(CCN=CC2=C(O)CC(c3ccc(OC)cc3)CC2=O)CC1 (configuration not stated)

Screen / compound no. | 17 | 18 | 19 | 20 | 21 | 22 | 23 | 24
Peg3 imprint | 0% | -5%[10.9 µM] | x | u | -5% | -6% | -4% | -9%
p53ts 39C kill | 1% | -27% | u | 12% | 3% | -3% | 7% | 2%
IkB sig inh | -0.4% | 1.9% | x | 0.5% | 0.4% | -1.1% | 1.0% | 1.7%
p53ts 32C tox | -4% | 0% | -16% | -6% | -6% | 1% | 0% | -13%

25) O=C1C(CCC(O)c2ccc(F)cc2)C(c2ccc(O)cc2)N1c1ccc(F)cc1 (configuration not stated)
26) Cc1ccc(-c2nc(C)c(CCNC(=O)c3ccccc3Br)s2)cc1
27) COc1ccc(-c2cc(C(C)=O)c(C)n2CCC(=O)NCc2ccccc2OC)cc1
28) CCc1ccc(C(=O)COC(=O)C(NC(=O)C2CCC(C)CC2)C(C)C)cc1 (configuration not stated)
29) COc1ccccc1CNC(=O)c1ccc2c(c1)CCN2S(=O)(=O)c1ccccc1
30) COc1ccccc1N1CCN(c2cc(C)nc3c(-c4ccc(Cl)cc4)c(C)nn23)CC1
31) Cc1ccc(C2CC(c3cccc(Br)c3)n3nc(N)nc3N2)cc1 (configuration not stated)
32) O=C(CN1CCC(O)(c2ccc3c(c2)OCO3)CC1)N1CCOCC1

Screen / compound no. | 25 | 26 | 27 | 28 | 29 | 30 | 31 | 32
Peg3 imprint | -6% | 3%[10.9 µM] | -12%[10.9 µM] | 5%[10.9 µM] | -15%[10.9 µM] | -11%[10.9 µM] | -12% | x
p53ts 39C kill | 10% | -26% | -9% | -10% | -23% | 5% | -19% | 3%
IkB sig inh | x | u | -1.5% | u | 3.8% | 1.7% | 0.6% | 2.1%
p53ts 32C tox | 8% | 6% | 19% | 1% | 10% | 0% | 3% | -2%

33) CC1(C)Cc2c(sc(NC(=O)C(C)(C)C)c2C#N)C(C)(C)N1
34) N#C/C(=C/c1ccc(Cl)cc1Cl)c1nc2ccccc2c(=O)[nH]1
35) CCOc1ccc(OCC)c(NC(=O)c2nnn(CC(=O)Nc3ccc(C)cc3C)c2N)c1
36) CCn1cc(C(=O)NCc2ccc(C)cc2)c(=O)c2cc(S(=O)(=O)N3CCc4ccccc4C3)ccc21
37) Cc1cc(C(=O)OCC(=O)Nc2cc(C(F)(F)F)ccc2N2CCOCC2)c(C)o1
38) Cc1cc(C)c(S(=O)(=O)N(C)CC(=O)N2CCCCC2)c(C)c1
39) CCC(=O)N1c2ccccc2CC1C(=O)NCc1cccc(C)c1 (configuration not stated)
40) COc1cccc(NC(=O)C2CCCN(S(=O)(=O)c3cn(C(C)C)cn3)C2)c1 (configuration not stated)

Screen / compound no. | 33 | 34 | 35 | 36 | 37 | 38 | 39 | 40
Peg3 imprint | x | 4%[10.9 µM] | 5%[10.9 µM] | 25%[10.9 µM] | -10% | -17% | -2%[10.9 µM] | 4%[10.9 µM]
p53ts 39C kill | 11% | 15% | 22% | 6% | -11% | 2% | 0% | -1%
IkB sig inh | x | u | -1.4% | 0.5% | u | 0.5% | -0.7% | -0.2%
p53ts 32C tox | -3% | -10% | 2% | 1% | -10% | 2% | -6% | 3%

The last 3 entries of the section before lead into the next.
38) Cc1cc(C)c(S(=O)(=O)N(C)CC(=O)N2CCCCC2)c(C)c1
39) CCC(=O)N1c2ccccc2CC1C(=O)NCc1cccc(C)c1 (configuration not stated)
40) COc1cccc(NC(=O)C2CCCN(S(=O)(=O)c3cn(C(C)C)cn3)C2)c1 (configuration not stated)
41) COC(=O)[C@@]1(Cc2ccccc2)[C@H]2c3cc(C(=O)N(C)C)n(Cc4ccc(O)c(OC)c4)c3C[C@H]2CN1C(=O)c1ccccc1
42) Cc1cc(NC(=O)c2cncc(Br)c2)n(-c2ccccn2)n1
43) CCOC(=O)c1cc(-c2ccccc2)n(CCCC(=O)Nc2cccc(C)c2C)c1C
44) Nc1nnc(N2CCc3ccccc32)s1
45) CC12COC3(C(N)=O)CC1CCC32C (configuration not stated)
46) COc1cc(NS(=O)(=O)c2ccc(NC(=O)COc3ccccc3Cl)cc2)nc(OC)n1
47) CCc1ccc(NC(=O)N2CCOc3ccc(Cl)cc32)cc1
48) CCCCOC(=O)C1[C@H]2C(=O)N(Cc3cccs3)C[C@]23C=C[C@H]1O3 (some centres not stated)

Screen / compound no. | 38 | 39 | 40 | 41 | 42 | 43 | 44 | 45 | 46 | 47 | 48
Peg3 imprint | -17% | -2%[10.9 µM] | 4%[10.9 µM] | -5% | -6% | -20%[10.9 µM] | u | x | -10% | -5%[10.9 µM] | -1%
p53ts 39C kill | 2% | 0% | -1% | -4% | -4% | u | -24% | 6% | -2% | 4% | 4%
IkB sig inh | 0.5% | -0.7% | -0.2% | x | -0.5% | -0.3% | 1.7% | x | 2.8% | u | -0.5%
p53ts 32C tox | 2% | -6% | 3% | 20% | 1% | 12% | u | -2% | -4% | 5% | 3%

49) CCc1c(C)c2c(C)nn(-c3ccccc3)c2oc1=O
50) CCCc1cnc2c(c1SCC(=O)Nc1ccccc1F)c(=O)n(C)c(=O)n2C
51) CCC(C)C(NC(=O)C1CCC(C)CC1)C(=O)NC(C(=O)OC)C(C)C (configuration not stated)
52) CCOC(=O)Cc1csc(NC(=O)CSc2nnc(-c3cccnc3)n2Cc2ccco2)n1
53) CCc1cccc(C)c1Nc1c(-c2ccc(N(C)C)cc2)nc2cnccn12
54) Cn1c(=O)c2c(nc(NCCCN3CCOCC3)n2Cc2cccc(Cl)c2)n(C)c1=O
55) FC(F)(F)c1ccc(-n2ccnc2)nc1
56) CC1Cc2nc(SCC(=O)N3CCc4ccccc43)n(C)c(=O)c2S1 (configuration not stated)

Screen / compound no. | 49 | 50 | 51 | 52 | 53 | 54 | 55 | 56
Peg3 imprint | x | 4%[10.9 µM] | -7% | x | -12%[10.9 µM] | 2% | 23% | -12%
p53ts 39C kill | 28% | 5% | -1% | 13% | u | -7% | -7% | -3%
IkB sig inh | x | 1.8% | -1.3% | x | u | 1.8% | 0.2% | 0.2%
p53ts 32C tox | 6% | -8% | 1% | 0% | 23% | -2% | -6% | -6%

Two compounds picked at random from those above:
53) CCc1cccc(C)c1Nc1c(-c2ccc(N(C)C)cc2)nc2cnccn12
55) FC(F)(F)c1ccc(-n2ccnc2)nc1

Screen / compound no. | 53 | 55
Peg3 imprint | -12%[10.9 µM] | 23%
p53ts 39C kill | u | -7%
IkB sig inh | u | 0.2%
p53ts 32C tox | 23% | -6%

(continued)
57) Cn1c(=O)cc(OCCCC(=O)NCc2ccco2)c2ccccc21
58) CCN(CC)C(=O)Oc1ccc(NC(C)=O)cc1
59) Cc1ccc(-n2ncc3c(N4CCN(c5ccc(F)cc5)CC4)ncnc32)c(C)c1
60) O=C(Cn1cnc2c(nnn2Cc2ccc(F)cc2)c1=O)NCc1ccco1
61) N#CC1=C(SCC(=O)NC2CCCCC2)NC(=O)CC1c1ccco1 (configuration not stated)
62) c1ccc2c(Nc3ccncc3)nc(-c3ccc4c(c3)OCO4)nc2c1
63) Cc1ccc(C(C)C)c(OCC(=O)Nc2ccc(S(=O)(=O)Nc3onc(C)c3C)cc2)c1
64) Cc1ccccc1-n1c2nc(=O)[nH]c(=O)c-2cc2c(Cl)cccc21

Screen / compound no. | 57 | 58 | 59 | 60 | 61 | 62 | 63 | 64
Peg3 imprint | -17% | 0% | -1% | -8% | -5% | -37%[inhibitor] | -7%[10.9 µM] | -23%[10.9 µM]
p53ts 39C kill | -6% | -5% | -4% | 6% | 24% | u | -28% | 4%
IkB sig inh | 7.4% | -0.1% | 2.8% | -0.9% | u | -11%[11.4 µM] | u | 5.2%
p53ts 32C tox | 3% | 2% | 2% | 0% | 13% | u | 2% | 5%

Some values from the entries so far:
Peg3 imprint, #43 : -20%[10.9 µM]
p53ts 32C tox, #50 : -8%
Peg3 imprint, #29 : -15%[10.9 µM]
p53ts 32C tox, #55 : -6%
Peg3 imprint, #35 : 5%[10.9 µM]
p53ts 32C tox, #47 : 5%
Peg3 imprint, #37 : -10%

Structures from the list above with two or more sulfur atoms, in the order listed:
2) Cc1nnc(NC(=O)CSc2nnc(Cc3cccn3C)n2CCc2ccccc2)s1
8) CN(C)S(=O)(=O)c1ccc2c(c1)N(CC(=O)N1CCN(c3ccccc3F)CC1)CCS2
15) CC1CCCCN1CCCNC(=O)CN1C(=O)CSc2ccc(S(=O)(=O)N3CCOCC3)cc21 (configuration not stated)
52) CCOC(=O)Cc1csc(NC(=O)CSc2nnc(-c3cccnc3)n2Cc2ccco2)n1
56) CC1Cc2nc(SCC(=O)N3CCc4ccccc43)n(C)c(=O)c2S1 (configuration not stated)

Screen / compound no. | 2 | 8 | 15 | 52 | 56
Peg3 imprint | -1% | -12%[10.9 µM] | -13%[10.9 µM] | x | -12%
p53ts 39C kill | -1% | -15% | -11% | 13% | -3%
IkB sig inh | 0.6% | 0.3% | -0.5% | x | 0.2%
p53ts 32C tox | -6% | -2% | 1% | 0% | -6%
